# Screening results (PubChem)
# SENP6 block = SENP6 protease inhibition. inhibition, % at 10 µM. 330,000 tested, 1.8% active. Recombinant SENP6 catalytic domain, aminoluciferin luminescence. Q9GZR1;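 active means inhibition above about 50% at the single tested dose, limit read from the data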;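 further: plate controls were DMSO wells with enzyme for no effect and DMSO wells lacking enzyme for full effect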
# Target sequence (Q9GZR1 628-1112 limits assumed): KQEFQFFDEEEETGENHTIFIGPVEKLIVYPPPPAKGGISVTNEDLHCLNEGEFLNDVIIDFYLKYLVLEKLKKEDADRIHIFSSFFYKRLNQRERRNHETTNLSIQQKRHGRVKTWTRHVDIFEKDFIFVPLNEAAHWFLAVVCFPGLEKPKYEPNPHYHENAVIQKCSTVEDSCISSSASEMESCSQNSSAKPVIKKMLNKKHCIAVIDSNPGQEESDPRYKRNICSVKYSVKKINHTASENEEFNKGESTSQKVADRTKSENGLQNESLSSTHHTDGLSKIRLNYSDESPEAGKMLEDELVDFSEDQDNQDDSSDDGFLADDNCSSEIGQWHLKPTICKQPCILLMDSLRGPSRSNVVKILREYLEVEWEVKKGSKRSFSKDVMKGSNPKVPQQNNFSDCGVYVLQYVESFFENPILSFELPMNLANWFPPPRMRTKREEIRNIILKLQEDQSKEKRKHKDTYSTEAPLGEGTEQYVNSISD
# SENP8 inh = SENP8 (human) protease inhibition. inhibition, % at 20 µM. 360,000 tested, 0.64% active. Q96LD8. recombinant SENP8, Nedd8 substrate fluorescence; in the data active means inhibition mostly above about 40%, no sharp cut-off; inactive means mostly below about 27%
# Target sequence (Q96LD8 whole entry, looked up): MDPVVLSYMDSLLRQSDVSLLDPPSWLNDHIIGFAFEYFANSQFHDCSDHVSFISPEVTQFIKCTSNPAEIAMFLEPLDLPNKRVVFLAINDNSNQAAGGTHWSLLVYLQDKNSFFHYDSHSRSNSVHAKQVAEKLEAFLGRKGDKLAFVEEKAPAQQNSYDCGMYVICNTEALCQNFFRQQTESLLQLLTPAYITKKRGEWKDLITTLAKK
# SENP7 block = inhibitors of human SENP7 protease. Q9BQF6. recombinant SENP7, Z-RLRGG-aminoluciferin luminescence, 40 min. inhibition, % at 5 µM. 330,000 tested, 1.5% active;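 active means inhibition above about 50% at the single test dose, limit read from the data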;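 further: plate controls were DMSO with enzyme for no effect and no enzyme buffer wells for full effect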
# MPTP inh = blocks calcium-induced mitochondrial swelling; isolated mouse mitochondria, Ca2+ swelling absorbance, 30 min; inhibition, % at 10 µM; 360,000 tested, 1.4% active; AID 602449;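 active means inhibition of 50% or more, scaled per plate between neutral and stimulator controls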;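 further: 0% = DMSO wells given calcium and 100% = 1 mM EGTA wells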
# HKDC1 inhibitor = inhibitors of human hexokinase HKDC1; Q2TB90; recombinant HKDC1, G6PDH/diaphorase resazurin coupled fluorescence; inhibition, % at 20 µM; 340,000 tested, 0.16% active; AID 493160;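 active means inhibition above about 35% when tested at 20 µM, limit read from the data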;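 further: plate controls were DMSO wells with enzyme for no effect and DMSO wells lacking enzyme for full effect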
#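 Material: recombinant HKDC1 hexokinase; Amount: HKDC1 at 5 µg/mL; Medium: Tris pH 8.0 buffer with MgCl2, Tween-20, BSA, BME; Schedule: 90 min reaction incubation at room temperature, dark; Technique: coupled resazurin fluorescence, excitation 525 nm, emission 613 nm.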
# NR3A LBD binder = modulates the human NR3A ligand-binding domain | 340,000 tested, 2.5% active | AID 1259313 | NR3A LBD differential scanning fluorimetry, Tm shift; 0% = protein alone, 100% = glycine-bound protein | Tm shift relative to glycine control, % at 25 µM;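 active means melting temperature shift of at least 10% of the positive control shift, at one fixed dose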
# ATG4B inh = ATG4B (human) cysteine protease inhibition | Q9Y4P1 | ATG4B cleavage of LC3-PLA2, NBD-HPC fluorescence, 1 h | inhibition, % at 8.33 µM | 340,000 tested, 0.51% active | AID 504462; in the data active means inhibition above about 40%
# Target sequence (Q9Y4P1 whole entry, looked up): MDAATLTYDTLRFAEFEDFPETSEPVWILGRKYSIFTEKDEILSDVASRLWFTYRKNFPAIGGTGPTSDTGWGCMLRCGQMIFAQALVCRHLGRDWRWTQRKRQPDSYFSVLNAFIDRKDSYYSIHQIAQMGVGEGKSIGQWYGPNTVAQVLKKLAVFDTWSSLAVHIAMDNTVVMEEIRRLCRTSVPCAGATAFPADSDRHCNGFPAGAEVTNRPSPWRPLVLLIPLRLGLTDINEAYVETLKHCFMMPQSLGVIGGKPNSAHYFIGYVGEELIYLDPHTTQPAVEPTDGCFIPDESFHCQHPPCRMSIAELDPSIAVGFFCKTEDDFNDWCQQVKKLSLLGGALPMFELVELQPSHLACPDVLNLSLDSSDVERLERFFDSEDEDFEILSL
# PfG6PD inh = PfG6PD (Plasmodium falciparum) enzyme inhibition. PfGluPho enzyme, NADPH resazurin-diaphorase fluorescence. inhibition, % at 20 µM. 350,000 tested, 0.78% active. AID 504690;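 active means inhibition reaching at least a set limit at 20 µM in the primary screen, cut at about 59% in these data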;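 further: 0% = DMSO wells with substrate and 100% = DMSO wells lacking glucose-6-phosphate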
# * hit, by the source's call. Rows were taken by chance; any-hit rate near 6.9%.
SMILES,SENP6 block,SENP8 inh,SENP7 block,MPTP inh,HKDC1 inhibitor,NR3A LBD binder,ATG4B inh,PfG6PD inh
COc1ccccc1NC(=O)C1C2C=CC(C2)C1C(=O)NCc1cccnc1 (stereo unspecified),16.0,13.2,-1.6,-0.3,-4.7,-2.2,-5.0,4.5
CC(Sc1nnc(-c2ccccc2F)n1N)C(=O)NCC1CCCO1 (stereo unspecified),-10.4,2.3,11.0,-0.4,2.0,2.4,-3.9,-4.9
Cc1cc(C)c2nc(-c3ccccn3)cc(C(=O)Nc3ccc(S(=O)(=O)Nc4cc(C)on4)cc3)c2c1,5.9,-24.6,0.9,4.4,2.1,-0.8,13.6,0.6
Cc1cccc(C)c1NC(=O)CN(C)CC(=O)Nc1ccccc1Br,3.3,31.7,5.9,0.1,-3.1,-0.4,-8.4,-4.8
COc1ccc(C(CNC(=O)CNC(=O)c2ccccc2)N2CCCC2)cc1 (stereo unspecified),-7.3,-8.4,2.7,-1.6,-1.2,1.9,1.3,-7.4
Cc1cc(C)c(C#N)c(N2CCN(Cc3ccccc3)CC2)n1,-6.5,-4.3,-5.0,1.3,-6.7,-3.3,12.3,3.4
O=S(=O)(c1cccc(Br)c1)N1CCN(C(=S)NCC2CCCO2)CC1 (stereo unspecified),-9.7,1.3,-3.3,-1.4,-7.9,-0.3,1.7,-15.8
O=S(=O)(c1ccc(Cl)cc1)c1nc(-c2ccccc2F)oc1NCCN1CCOCC1,-10.3,-61.6,8.3,2.6,24.5,1.6,-10.2,4.9
Oc1ccc(/C=N/Nc2cc(N3CCOCC3)nc(N3CCOCC3)n2)cc1,18.6,-12.0,60.1*,0.9,16.0,-8.5,4.2,-2.9
O=S(=O)(c1ccc(F)cc1)N1CCC2(CC1)OCCN2S(=O)(=O)c1cccs1,3.4,5.1,-1.7,-0.7,-8.3,-1.7,0.8,14.0
COc1ccccc1Nc1nc(-c2ccc3c(c2)NC(=O)CO3)cs1,-26.5,17.5,-4.2,5.5,-0.9,31.8*,-29.8,34.1
Cc1ccc2c(c1)c(C1=c3ccccc3=NC1=O)c(O)n2C,-0.2,1.5,14.6,2.3,0.9,2.7,4.5,-2.4
CC(C)(C)NC(=O)C(c1cccs1)N(Cc1ccc(F)cc1)C(=O)c1csnn1 (stereo unspecified),-13.3,6.5,-8.9,-1.1,-10.5,-0.2,-6.1,4.2
Cc1cc(C)c(C)c(OCCCN(C)C)c1,-14.7,11.9,1.7,1.1,-6.6,0.2,-6.2,-5.0
O=C1CC(N2CCN(c3ccccn3)CC2)C(=O)N1c1ccc(F)cc1 (stereo unspecified),9.2,13.0,-6.4,-1.1,-12.7,-7.4,-9.5,-10.7

# Next part; the last 2 above are carried over.
SMILES,SENP6 block,SENP8 inh,SENP7 block,MPTP inh,HKDC1 inhibitor,NR3A LBD binder,ATG4B inh,PfG6PD inh
Cc1cc(C)c(C)c(OCCCN(C)C)c1,-14.7,11.9,1.7,1.1,-6.6,0.2,-6.2,-5.0
O=C1CC(N2CCN(c3ccccn3)CC2)C(=O)N1c1ccc(F)cc1 (stereo unspecified),9.2,13.0,-6.4,-1.1,-12.7,-7.4,-9.5,-10.7
O=C(COC(=O)/C=C/c1ccccc1Cl)NCc1ccco1,-6.4,4.9,4.8,-0.9,-1.0,-3.5,-2.2,-3.4
Cc1cn(C2OC[C@@H](O)[C@@H]2CO)c(=O)[nH]c1=O (stereo partly specified),-29.4,13.6,3.8,0.0,1.7,-0.2,-0.1,-8.6
CCOc1cc(C2C(C#N)=C(N)OC3=C2C(=O)CC(C)(C)C3)cc([N+](=O)[O-])c1O (stereo unspecified),-23.6,21.3,-2.0,0.9,-8.0,-1.4,-0.2,-1.2
O=c1cc(CN2CCN(S(=O)(=O)c3ccccc3[N+](=O)[O-])CC2)nc2sccn12,-7.1,-8.8,-4.7,-0.7,-5.3,-1.1,-0.5,-1.6
N#Cc1ccc(S(=O)(=O)N2CCc3[nH]c4ccc(F)cc4c3C2)cc1,-45.8,31.4,-9.2,3.7,1.9,11.1*,-17.3,29.4
Cc1oc(-c2nc3ccccc3n2C)cc1C(=O)c1ccccc1,94.0*,-58.2,47.5,-11.0,8.6,0.4,0.6,33.9
CC(C)Cn1c(C(C)NC(=O)Cc2ccccc2)nc2ccccc21 (stereo unspecified),-5.8,3.2,1.8,0.4,3.1,-1.2,3.4,6.9
CCOc1cc(C(=O)NCCN2C(=O)S/C(=C\c3cccnc3)C2=O)cc(OCC)c1OCC,-10.5,6.3,4.1,0.3,-5.4,-2.2,-8.1,26.9
CCOc1ccc(N(C)S(=O)(=O)c2ccc3[nH]cc(C(=O)NCC(OC)OC)c(=O)c3c2)cc1,-8.6,-21.6,1.7,0.7,2.6,-22.4,-7.3,11.0
COc1ccc(C2C(C#N)=C(/N=C/N3CCN(C)CC3)OC3=C2C(=O)CC(C)(C)C3)cc1 (stereo unspecified),-6.6,-1.9,8.3,-0.5,-7.2,0.1,2.7,-6.8
O=C(Nc1ccc(N2CCN(c3ccccc3)CC2)c(F)c1)C1CC1,-19.9,1.6,0.1,-1.4,-5.3,0.5,-0.3,-16.7
CCOC(=O)c1cc2occc2n1CC(=O)N1CCOCC1,-5.7,7.0,-7.0,-0.8,-13.2,6.0,-5.6,-7.6
CN(CC(=O)O/N=C(\N)c1cccc([N+](=O)[O-])c1)S(=O)(=O)c1ccccc1,7.1,11.3,7.2,-1.3,-0.5,5.0,-2.9,3.6
Nc1ccc(S(=O)(=O)Nc2nccc(/C=C/c3ccc([N+](=O)[O-])cc3)n2)cc1,-3.8,24.9,-5.6,-1.0,0.1,-0.9,-0.6,7.5
CCN(CC)c1ccc(C=Nc2cccnc2Cl)c(O)c1,9.2,10.6,-2.1,-0.3,1.5,-0.5,-3.9,17.6
CC(C)N(C(=O)COC(=O)c1ccc(Cl)nc1)C(C)C,0.7,9.7,0.5,1.0,-7.6,-0.8,0.2,-13.4
CC(=O)c1ccc(N2CCN(C(=O)/C=C/c3ccc(S(=O)(=O)NCc4ccco4)cc3)CC2)cc1,19.7,-1.3,13.4,-1.0,4.3,0.2,-21.9,10.5
O=C(Cn1cc2c(n1)CCCC2)N1CCCc2ccccc21,11.6,0.8,-9.2,-1.5,0.1,0.3,0.0,-6.8
CN1CCN(c2ccc(Cl)cc2NC(=O)c2cc(=O)[nH]c3ccccc23)CC1,-7.3,-15.6,7.4,-2.1,-3.5,0.4,-15.1,13.4
CC(=O)c1ccc(NC(=O)C(C)OC(=O)CCN=C2NS(=O)(=O)c3ccccc32)cc1 (stereo unspecified),-14.8,7.2,9.7,-0.4,-2.5,-0.3,-8.4,-5.1
O=C(NCc1ccccc1)c1ccc(=O)oc1,-21.6,7.7,-3.0,-1.2,-0.5,-0.2,8.6,-6.4
O=C1CN(CC(=O)Nc2cccc(Cl)c2Cl)c2ccccc2N1,1.4,-118.3,-0.2,0.2,0.3,-3.9,-2.0,1.0
CCN(CC(=O)Nc1ccc2c(c1)OCCO2)S(=O)(=O)c1cccs1,-12.6,4.9,-6.9,-1.9,6.2,-0.1,-6.9,2.7
CCCCOc1ncnc2c1[nH]c1ccccc12,-12.3,-53.1,-4.8,15.3,-2.0,-0.8,4.1,-2.1
COc1ccc(/C(C)=N/NC(=O)Cc2c(C)nc(C)[nH]c2=O)cc1,1.3,14.2,3.3,-1.0,-8.3,-0.5,26.1,0.0
COc1cc2ccc(=O)oc2cc1O,-4.0,-150.0,-6.9,-0.7,1.1,-0.5,-2.9,-1.5
C/C(=N\NC(=O)Cc1ccccc1Cl)c1cccnc1,-0.5,3.6,7.9,-1.5,-5.3,-3.7,-7.1,10.3
COc1ccc(-c2nnc(NC(=O)c3cc(C)on3)s2)cc1,-6.5,-41.6,-8.4,-0.6,-4.5,-2.5,3.9,-15.1
Cc1cc(=O)oc2cc(NC(=S)NCc3ccccn3)ccc12,-22.8,-386.6,5.3,0.2,-9.5,-0.4,-3.3,15.3
CC1(C)OC(=O)C(=CNc2ccccn2)C(=O)O1,-16.4,9.3,-7.8,0.0,0.2,-0.9,4.0,-16.8

# 3 entries out of the list above, sorted by their value in SENP7 block, highest first:
SMILES | SENP6 block | SENP7 block | MPTP inh | HKDC1 inhibitor | NR3A LBD binder | ATG4B inh | PfG6PD inh
CN1CCN(c2ccc(Cl)cc2NC(=O)c2cc(=O)[nH]c3ccccc23)CC1 | -7.3 | 7.4 | -2.1 | -3.5 | 0.4 | -15.1 | 13.4
COc1ccccc1Nc1nc(-c2ccc3c(c2)NC(=O)CO3)cs1 | -26.5 | -4.2 | 5.5 | -0.9 | 31.8* | -29.8 | 34.1
COc1ccc(-c2nnc(NC(=O)c3cc(C)on3)s2)cc1 | -6.5 | -8.4 | -0.6 | -4.5 | -2.5 | 3.9 | -15.1

# (further entries)
SMILES,SENP6 block,SENP8 inh,SENP7 block,MPTP inh,HKDC1 inhibitor,NR3A LBD binder,ATG4B inh,PfG6PD inh
Cc1cc(Cl)ccc1NC(=O)C1CCCN1C(=O)c1cccs1 (stereo unspecified),-11.5,5.5,-3.2,0.6,-9.8,1.6,7.1,-10.6
COC(=O)c1ccc(N2NC(=O)/C(=C/c3ccc(-c4ccc(Cl)c(C(=O)O)c4)o3)C2=O)cc1,-25.3,-75.0,-12.7,2.7,11.7,-7.5,8.6,-7.2
COc1cccc(OC)c1OCCNCC1CSc2ccccc2O1 (stereo unspecified),-8.1,2.0,6.3,3.6,-1.3,-0.8,-2.4,11.9
Cc1ccc(CN2CC(C(=O)NNC(=O)Cn3ccc(C(F)(F)F)n3)CC2=O)cc1 (stereo unspecified),-0.8,15.1,-7.4,-0.4,-3.2,0.5,-7.7,5.0
Cc1ccc2nsnc2c1S(=O)(=O)N(Cc1ccco1)Cc1cc2cccc(C)c2[nH]c1=O,-2.9,-2.7,1.5,-0.3,2.3,-0.5,9.2,-5.1
Cc1cc(C)nc(SCC(=O)NNC(=O)c2ccccc2C)n1,6.0,5.2,9.0,1.3,-2.0,-1.3,-0.4,-11.4
O=c1c2cc(N3CCOCC3)ccc2[nH]c(=S)n1CCCN1CCCCC1,3.2,-214.8,-1.3,3.6,0.5,-1.9,-9.0,6.1
CCNc1nc(NCC)nc(OCCOC(=O)c2ccccc2)n1,-3.6,23.2,8.9,0.4,-6.0,-3.6,-0.3,-0.8
CC(=O)CC(C)(C)Nc1nc2ccc([N+](=O)[O-])cc2o1,-13.1,32.7,2.4,-0.8,-3.1,0.2,4.7,-4.5
COc1ccc(C(=O)COC(=O)CCN2C(=O)C3CC=CCC3C2=O)c(OC)c1 (stereo unspecified),1.0,16.1,5.5,0.5,2.6,-1.6,-0.5,-7.8
COCCn1c(=NC(C)=O)sc2cc([N+](=O)[O-])ccc21,-10.2,22.6,-4.6,1.9,-5.5,27.1*,-7.6,10.3
CN(C(=O)COC(=O)CCC(=O)c1ccc(F)cc1)C1CCCCC1,0.0,8.1,-10.9,0.4,1.8,-0.8,0.0,-4.5
CC(=O)Nc1ccc(N/C=C2/CCCC2=O)cc1,-6.5,-32.1,-1.5,3.2,-5.2,-2.5,-1.8,1.4
COc1ccccc1NC(=S)NC1CCCCCC1,-12.0,6.9,9.5,3.8,-10.3,-2.2,-2.1,-2.0
CNC(=O)CCn1nc(-c2ccccc2)c2ccccc2c1=O,-2.1,4.4,-4.2,0.4,0.2,1.4,-11.6,1.1
COc1ccc(-c2nnc(NC(=O)C3CCCO3)s2)cc1 (stereo unspecified),-29.2,-96.7,2.9,-0.8,-5.5,-3.6,-1.8,-2.1
c1ccc2[nH]c(CN3CCOCC3)nc2c1,-20.9,9.1,-0.8,-0.1,-10.1,-1.1,5.4,-3.6
CCN1CCN(S(=O)(=O)c2ccc(Cl)c(C(=O)N(CC)Cc3ccccc3)c2)CC1,1.2,5.0,-12.5,0.5,-1.0,-6.4,-2.3,1.7
Cc1cc(C)cc(C(=O)NCC(=O)OCc2cc([N+](=O)[O-])cc3c2OCOC3)c1,-1.6,11.6,1.0,5.1,-1.0,0.3,3.6,-1.2
